Compound activity as filed in PubChem.
Pf growth 96h: P. falciparum growth inhibition at 96 hours; P. falciparum luciferase reporter growth, 96 h; Potency, µM (doses to about 28.7 µM), inactives show top-dose activity change, negative = inhibition, usual class: inhibitors; 320,000 compounds, 6.9% hits; AID 504834; also: potency is read from the fitted curve at half-maximal effect; % is scaled to controls: 0 for no effect and ±100 for the full control effect
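P. falciparum expressing integrated firefly luciferase, in erythrocytes at 2% hematocrit, 0.05% parasitemia, incubated with compounds 96 h at 37 C, 5% CO2. Growth inhibition read as loss of luminescence; two-generation exposure targets delayed-death apicoplast inhibitors.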
Pf growth 48h: inhibits P. falciparum growth in the first generation, 48 h; AID 504832; P. falciparum luciferase growth in erythrocytes, 48 h; 310,000 compounds, 5.9% hits; Potency, µM (titrated, usually from 28.7 µM), inactives show top-dose activity change, negative = inhibition, most hits filed as inhibitors; also: potency is read from the fitted curve at half-maximal effect; % is scaled to controls: 0 for no effect and ±100 for the full control effect
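A one-generation exposure of luciferase-tagged malaria parasites in RPMI 1640/Albumax erythrocyte culture, 37 C and 5% CO2. Inhibition is inferred from decreased luminescence after adding detection reagent.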
LmPK inh: inhibitors of Leishmania mexicana pyruvate kinase. Q27686. purified LmPK, Kinase-Glo ATP luminescence, 1 h. Potency, µM (highest dose often 57.5 µM), inactives show top-dose activity change, negative = inhibition, most hits filed as inhibitors. 290,000 compounds, 0.37% hits; also: potency is read from the fitted curve at half-maximal effect; % is scaled to controls: 0 for no effect and ±100 for the full control effect
Target sequence (Q27686 whole entry, looked up): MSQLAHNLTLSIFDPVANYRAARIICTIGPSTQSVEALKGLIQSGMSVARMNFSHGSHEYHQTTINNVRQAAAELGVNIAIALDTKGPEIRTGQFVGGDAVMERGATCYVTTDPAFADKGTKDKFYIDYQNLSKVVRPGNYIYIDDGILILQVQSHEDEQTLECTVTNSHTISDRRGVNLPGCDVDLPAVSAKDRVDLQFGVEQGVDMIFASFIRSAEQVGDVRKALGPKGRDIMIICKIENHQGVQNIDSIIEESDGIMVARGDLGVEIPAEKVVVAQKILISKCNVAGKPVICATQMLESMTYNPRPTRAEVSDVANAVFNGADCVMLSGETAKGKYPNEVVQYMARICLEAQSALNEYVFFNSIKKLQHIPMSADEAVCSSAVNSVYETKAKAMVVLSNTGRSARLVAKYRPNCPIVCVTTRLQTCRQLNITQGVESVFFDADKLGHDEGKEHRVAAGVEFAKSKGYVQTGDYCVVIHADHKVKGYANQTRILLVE
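In 50 mM imidazole pH 7.2 with 7 mM MgCl2, LmPK (0.1 nM) turned over PEP (0.5 mM) and ADP (0.1 mM) for 1 h at room temperature. Luciferase read-out of ATP.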
Shiga toxin inh: inhibitors of Shiga toxin in Vero cells. Vero cells, Shiga toxin protein synthesis inhibition reporter. inhibition, % at 38.7 µM. 290,000 compounds, 9.2% hits. AID 2315; in the data active = inhibition mostly above about 28%, no sharp cut-off; inactive = mostly below about 43%; also: 0% is about no effect
AMA1 RON2 block: AMA1-RON2 (P. falciparum) interaction inhibition | Potency, µM (series often up to 58.2 µM), for the others: at the top dose activity change, negative = inhibition, hits mostly inhibitors | AID 720542 | 360,000 compounds, 0.2% hits | AlphaScreen AMA1-biotinylated RON2 peptide binding;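 also: potency is read from the fitted curve at half-maximal effect; 0% = vehicle wells and -100% = peptide control; nearly all actives have a fitted effect of over 45% in size; some results filed as inactive show a strong effect at the top dose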
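AMA1 (3D7) with his tag at 25 nM final met compounds first, then biotinylated RON2 peptide at 25 nM; detection used donor plus acceptor beads, 10 µg/mL apiece, read by AlphaScreen after 30 min at room temperature.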
Cycloheximide cs: counter-screen hit for Shiga toxin inhibitors, cycloheximide; cell reporter, cycloheximide protein synthesis inhibition counterscreen; 300,000 compounds, 12% hits; AID 2314; max response, %; in the data active = max response mostly above about 13%, no sharp cut-off; inactive = mostly below about 14%; also: read at 38.3 µM for the half of the compounds with a filed dose; 0% is about no effect
Tb PYK inh: T. brucei pyruvate kinase inhibition; Q57TT1; TbPYK enzyme, Kinase-Glo Plus ATP luminescence, 45 min; Potency, µM (titrated, usually from 76.8 µM), for the others: at the highest dose activity, negative = inhibition, most hits filed as inhibitors; 410,000 compounds, 0.12% hits; AID 624173; also: potency is read from the fitted curve at half-maximal effect; % is scaled to controls: 0 for no effect and ±100 for the full control effect; nearly all actives have a fitted effect of over 50% in size
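TbPYK + substrate in 50 mM TEA pH 7.2, 100 mM KCl, 10 mM MgCl2, 0.05% BSA, 0.01% Tween-20; cpd pinned; ADP 130 uM final; 45 min RT; Kinase-Glo Plus 10 min; luminescence endpoint.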
* hit, by the source's call; ? = inconclusive; nt = not tested or not shown; & = joins results of further samples; [ ] = another dose, or the depositor's remark. Unless noted, calls follow the shape of the dose curve; as a rule, active = well fitted curve in the direction sought with a large enough effect; inconclusive = small, poorly fitted or top-dose-only effect, or another doubt; inactive = no such curve, though single readings can be large; an effect the other way counts as inactive or inconclusive.

Value order: AMA1 RON2 block, Shiga toxin inh, Tb PYK inh, Pf growth 96h, Cycloheximide cs, Pf growth 48h, LmPK inh
1	COC(=O)CSC(C(=O)Nc1ccc(C)c(C)c1)c1ccccc1 (configuration not stated)
  14%, 44*, 1%, 0%, 19, 1%, -1%
2	COCCN(CC(=O)Nc1cccc(C)c1)S(=O)(=O)c1ccc(S(=O)(=O)N2CCCC2)cc1
  4%, -9, -4%, -19%, -2, -24%, 0%
3	O=C(CSc1nnc(NC(=O)C2CC2)s1)NCc1ccco1
  -4%, 8, -2%, 1%, 3, 18%, 2%
4	COCC(=O)N(c1c(C)cccc1C)C(C)C(=O)OC (configuration not stated)
  nt, nt, -1%, -18%, nt, -2%, nt
5	O=C(NC(C(=O)N/N=C/c1cc([N+](=O)[O-])ccc1O)c1n[nH]c(=O)c2ccccc12)c1ccccc1 (configuration not stated)
  ?, -7, 5%, ?, -1, ?, 3%
6	N#Cc1c(NC(=O)c2ccc(Cn3cc(Br)cn3)o2)sc2c1CCCCCC2
  1%, 7, -16%, -58%, 9, -5%, 3%
7	COc1ccc(C(=O)COC(=O)c2cc([N+](=O)[O-])ccc2N2CCOCC2)c(OC)c1
  5%, nt, 3%, 2%, nt, -8%, nt
8	COc1ccc(-c2cc(C(=O)Nc3c(C)n(C)n(-c4ccccc4)c3=O)no2)cc1
  0%, 42, 0%&-6%, 8.3µM*, 5, ?, -4%
9	CC(=O)Nc1nc(SCc2cccc3ccccc23)n[nH]1
  34%[activator], -4, 1%, -5%, -3, -8%, 0%
10	Nc1nnc(CCOc2ccc(Cl)cc2)s1
  2%, -9, 0%, -10%, -1, -15%, 0%
11	N/C(=N\NC(=O)c1cccs1)c1cc2cc(Cl)ccc2oc1=O
  74%[activator], 49*, 4%, 46%[activator], 36*, 32%[activator], -4%
12	NC(=O)c1ccc(NC(=O)CN2CCN(S(=O)(=O)c3ccc4ccccc4c3)CC2)cc1
  -4%, nt, -6%, ?, nt, -12%, nt
13	Cc1nnc2n(-c3ccc(Cl)cc3)c(=O)c3c4c(sc3n12)CN(C)CC4
  nt, -13, nt, nt, -6, 17%, 0%
14	O=C(NCCCN1CCCC1=O)c1ccc(NS(=O)(=O)c2ccc(F)cc2)cc1
  -11%, nt, 0%, ?, nt, 8%, nt
15	CCn1c(=S)[nH]c2cc(C(=O)O)ccc21
  nt, 16, nt, 15%, -4, 29%, -9%
16	CC(C)CNc1nc(Oc2ccc(=O)[nH]n2)nc(N2CCOCC2)n1
  17%, 15, 2%, 29%, -2, -2%, -1%
17	COc1ccccc1NC(=O)c1ccc(S(=O)(=O)N(C)c2ccccc2)cc1
  0%, nt, 2%, 12%, nt, 1%, nt
18	COC(=O)Cn1cc([N+](=O)[O-])nc1C
  -1%, 11, 2%, 6%, 6, 4%, -3%
19	CCOc1cc(/C=C2\C(=O)N(c3cccc(C(=O)O)c3)N=C2C(F)(F)F)ccc1OCC(=O)Nc1ccccc1OC
  nt, -1, nt, 14%, -2, 17%, 5%
20	Cc1cc(C)c2c(c1)C(=O)/C(=C/c1ccc(C(=O)O)cc1)CC2
  -5%, 41, 5%, ?, 11, 36%[activator], -5%
21	COc1cc(O)c(C(CCN2CCCC(C)C2)c2ccc3c(c2)OCO3)c(OC)c1 (configuration not stated)
  -23%, -5&-16, 2%, 0.59µM*, -9&-5, 0.66µM*, 1%
22	Cc1cc(NC(=O)CSc2nc(C3CC3)nc3sc(C)c(C)c23)no1
  20%, -5, -6%, nt, 9, -5%, -1%
23	CC(C)CC(NC(=O)C1CCCCC1)C(=O)N1CCN(c2ccccn2)CC1 (configuration not stated)
  -8%, -2, 2%, 12%, -1, nt, 4%
24	CCCC(=O)Nc1ccc(C2C(=O)c3ccccc3C2=O)cc1
  5%, 28, -18%, 0%, 12*, 123%[activator], ?
25	COc1ccccc1-n1c(SCC(=O)NC2CC2)nc2ccccc2c1=O
  0%, nt, -3%, ?, nt, ?, nt
26	CCOc1ccc(OCCN2CCCCC2)cc1
  -26%, 23, 29%, ?, 7, 21%, -6%
27	COc1ccccc1NC(=O)c1cn(CCC#N)nc1-c1cccc(Cl)c1
  -6%, -5, 1%, -25%, 0, -17%, -2%
28	CCOC(=O)[C@@H]1[C@H]2COc3cc(OC)ccc3[C@@H]2N2C(=O)N(c3cccc(Cl)c3)C(=O)[C@]12C
  6%, -3, 0%, ?, -1, ?, 1%
29	CC1Cc2ccccc2N1C(=O)CSc1nc2ccccc2s1 (configuration not stated)
  0%, 41*, 6%, ?, 24*, -26%, -5%
30	CCn1c2ccccc2c2cc(NC(=O)COC(=O)c3ccccc3F)ccc21
  20%, -4, 6%, 64%[activator], -1, 33%[activator], -4%
31	Cc1nc(CS(=O)(=O)c2ccc(Cl)cc2)cc(N2CCOCC2)n1
  3%, -9, -3%, 35%[activator], -2, -11%, 3%
32	Cc1nc(SCc2ccc(C(=O)O)cc2)c2c(C)c(C)sc2n1
  -12%, 4, 1%, 41%[activator], -2, ?, -3%
33	Cc1ccc(C)c(N2CCN(S(=O)(=O)c3ccc4c(c3)CCN4C(=O)CCC(=O)O)CC2)c1
  7%, -3, 4%, ?, -7, nt, 4%
34	CCOC(=O)c1c(C)[nH]c(C)c1C(=O)CSc1nnc(-c2ccncc2)n1Cc1ccccc1
  -17%, -7, 0%, 10µM*, 9, nt, 7%
35	COc1ccccc1CNC(=O)COc1cccc(-n2cnnn2)c1
  0%, nt, -8%, 12%, nt, 31%[activator], nt
36	O=C(CN1CCOCC1)N/N=C/c1c(O)ccc2ccccc12
  78%[activator], nt, 0%, 1%, -2, ?, -2%
37	O=C(Nc1ccccc1)/C(=C/c1ccc([N+](=O)[O-])cc1)NC(=O)c1ccco1
  -4%, 4, 3%, 5%, 3, -11%, -4%
38	CC(C)N1C(=O)CC(Nc2ccc(N3CCOCC3)cc2)C1=O (configuration not stated)
  0%, 30, -4%, 68%, 39*, nt, -11%
39	Cc1nonc1OCCn1c([N+](=O)[O-])cnc1C
  0%, -7, 0%, 18%, -2, 8%, 2%
40	Cc1cc(C)c(S(=O)(=O)N2CCN(c3nc4c(c(=O)n(C)c(=O)n4C)n3C)CC2)c(C)c1
  nt, -16, nt, 10%, -2, 14%, 5%
41	COc1ccc(S(=O)(=O)Nc2ccc(NC(C)=O)cc2)cc1[N+](=O)[O-]
  -5%, -6, 7%, -18%, -1, -9%, 3%
42	Cc1cc(C(=O)N2CCCC(N3CCN(c4cccc(Cl)c4)CC3)C2)no1 (configuration not stated)
  -2%, -28, 2%, 19%, 16, -3%, -10%
43	Cc1ccc2nc(SCC(=O)Nc3ccc(C)c([N+](=O)[O-])c3)[nH]c2c1
  -14%, -1, -1%, ?, -7, 15%, 1%
44	COc1ccc(/C=C2/C(=O)N=C3SCCN32)cc1
  -3%, 1, -4%, ?, -2, nt, -8%
45	Cc1nc2ccccn2c1/C(O)=C1\C(=O)C(=O)N(CCN2CCOCC2)C1c1cccs1 (configuration not stated)
  12%, 2, 11%, 6%, 1, -5%, -1%
46	CS(=O)(=O)c1ccccc1-c1nnc(NC(=O)c2cccc(N3C(=O)CCC3=O)c2)o1
  54%[activator], nt, -5%, 21%, nt, -13%, nt
47	COCCNC(=O)/C(C#N)=C/c1ccc(OCC(=O)NC2CCCCC2)cc1
  -3%, -9, 5%, 4%, 2, 10%, ?
48	COc1cc(/C=c2\s/c(=C\C(=O)C(C)(C)C)[nH]c2=O)cc(OC)c1OC
  29%, 13, -6%, ?, -2, ?, 4%
49	Cc1ccc(NC(=O)C(=O)NCCN2CCN(S(C)(=O)=O)CC2)cc1C
  9%, -12, -4%, 1%, -2, 43%[activator], 6%
50	COc1ccc(C(=O)Nc2nnc(-c3ccco3)s2)cc1
  -6%, 72*, -5%, 315%[activator], 37*, nt, ?
51	CCn1c(C(=O)O)c(CC(=O)Nc2cccc(C(F)(F)F)c2)c2ccccc21
  -4%, -1, 0%, 0.74µM*, -4, -7%, -1%
52	CCOC(=O)c1c(N)sc(C(O)(C(F)(F)F)C(F)(F)F)c1-c1ccc(Cl)cc1
  4%, 8, -1%, ?, -4, nt, -10%
53	COCC(C)N1CCC(Oc2ccc(C(=O)N3CCCC3)cc2)CC1 (configuration not stated)
  19%, 10, 2%, 31%[activator], 1, -11%, -6%
54	O=C(Cn1ncn2c(cc3sccc32)c1=O)NC1CCCC1
  4%, -7, -1%, 8.3µM*, -8, 17%, -7%
55	O=C(c1ccc([N+](=O)[O-])cc1)N1CCN(C(=O)c2cccnc2)CC1
  7%, -12, -1%, ?, 6, -2%, -9%
56	CC(C(=O)N1CCc2ccccc21)N(C)CC(=O)Nc1ccc(F)cc1 (configuration not stated)
  -6%, nt, 16%, ?, nt, ?, nt
57	Cc1cccc(Cc2c(C)[nH]c(=O)c(C#N)c2C)c1
  3%, -5, -1%, -7%, -10, 14%, -2%
58	Cc1noc(C)c1S(=O)(=O)N(C)CC(=O)NCc1ccccc1
  7%, -8, 2%, ?, -4, ?, -1%
59	CSCCC(NC(=O)COc1ccccc1)C(=O)OCCOc1ccc(F)cc1 (configuration not stated)
  -2%, nt, 4%, 13%, nt, -6%, nt
60	COc1ccc(CN2CCN(CCc3ccccc3)C(CCO)C2)cc1Cn1cncn1 (configuration not stated)
  -10%, -21, 4%, ?, -1, 5.2µM*, 5%

The results go on:
Value order: AMA1 RON2 block, Shiga toxin inh, Tb PYK inh, Pf growth 96h, Cycloheximide cs, Pf growth 48h, LmPK inh
61	Cc1cc(OCCN2CCOCC2)ccc1[N+](=O)[O-]
  ?, 17, 9%, -6%, 10, 108%[activator], -6%
62	N/C(COc1ccc(C(=O)O)cc1)=N\O
  -4%, -20, 0%, 14%, -2, 32%[activator], 3%
63	O=C(Oc1ccc(-c2ccccc2)cc1)N1CCCCC1
  5%, 65*, -1%, nt, 35*, 75%[activator], -1%
64	CCN1CCN(C(c2cccs2)C(C)NC(=O)c2cccc(OC)c2OC)CC1 (configuration not stated)
  0%, -2, -6%, 14%, 1, -11%, -3%
65	CCCCOc1ccc(C(=O)N(C)CC(=O)Nc2ccc(C)cc2)cc1
  -3%, -9, 1%, 0%, -2, 36%[activator], -4%
66	CC(=O)c1ccc(NC(=O)C2CCCN(C(=O)c3ccc(Cl)cc3)C2)cc1 (configuration not stated)
  5%, 31, 3%, 20%, 12, -17%, 1%
67	CCN(CC)S(=O)(=O)c1ccc2c(c1)N(CC(=O)NCC1CCCO1)C(=O)CO2 (configuration not stated)
  -10%, 1, -5%, ?, -3, 9%, 0%
